Compound activity: PubChem, several laboratories
Rv3671c inh: Rv3671c serine protease inhibitors, primary screen, biochemical, fluorescence polarization, M. tuberculosis H37Rv; inhibition, % at 5.96 µM; hit rate 0.048% among 320,000; in the data active means inhibition above about 38%;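 further: extracellular domain of Rv3671c used as enzyme; 0% = enzyme with DMSO and 100% = no enzyme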
Target sequence (P9WHR9 whole entry, looked up, the tested form may be a part): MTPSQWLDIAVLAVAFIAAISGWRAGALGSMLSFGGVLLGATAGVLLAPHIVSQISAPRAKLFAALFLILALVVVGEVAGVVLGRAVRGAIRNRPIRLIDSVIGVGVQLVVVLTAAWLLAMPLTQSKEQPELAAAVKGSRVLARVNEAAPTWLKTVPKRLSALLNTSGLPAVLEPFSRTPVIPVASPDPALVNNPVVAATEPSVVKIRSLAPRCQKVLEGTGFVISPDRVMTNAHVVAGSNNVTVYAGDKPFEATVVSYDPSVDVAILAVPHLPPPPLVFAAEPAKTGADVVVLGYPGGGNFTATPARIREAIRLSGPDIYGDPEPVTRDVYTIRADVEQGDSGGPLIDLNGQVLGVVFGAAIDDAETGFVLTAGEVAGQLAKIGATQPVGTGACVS
BioA inh: M. tuberculosis BioA enzyme inhibitors, primary screen, biochemical, plate reader, single point, HTS. 7,8-diaminopelargonic acid synthase BioA (Mycobacterium tuberculosis). purified M. tuberculosis BioA enzyme. inhibition, % at 9.99 µM. hit rate 0.096% among 360,000. AID 602481, 2012; in the data active means inhibition above about 40%; inconclusive means no clear call, values can overlap the other calls
BoNT-F LC inh: BoNT/F light chain protease inhibitors, primary screen, biochemical, flow cytometry, MLPCN library; Multiplex microsphere protease cleavage assay; inhibition, % at 10 µM; hit rate 0.22% among 360,000; AID 588497, 2011; in the data active means inhibition above about 35%, passing the limit was not always enough; inconclusive means no clear call, values can overlap the other calls; further: plate controls were buffer without enzyme for full effect and enzyme alone for no effect
FadD28 binding: inhibitors of FadD28 bisubstrate probe binding, primary screen, biochemical, fluorescence polarization, single point; inhibition, % at 12.5 µM; hit rate 0.22% among 360,000; Mycobacterium tuberculosis FadD28 fatty-acid-AMP ligase; in the data active means inhibition above about 8.5%, passing the limit was not always enough; inconclusive means no clear call, values can overlap the other calls
Mtb UGM inh: M. tuberculosis UGM enzyme inhibitors, primary screen, biochemical, fluorescence polarization, single point; UDP-galactopyranose mutase (Mycobacterium tuberculosis (strain ATCC 25618 / H37Rv)), …; purified UGM, fluorescence polarization probe displacement; inhibition, % at 10 µM; hit rate 0.06% among 320,000; AID 504406, 2011; in the data active means inhibition above about 10%, passing the limit was not always enough; inconclusive means no clear call, values can overlap the other calls
MazEF act: activators of E. coli MazEF toxin-antitoxin RNase, primary screen, biochemical, fluorescence, uHTS | Endoribonuclease toxin MazF (Escherichia coli (strain K12)), P0AE70 | FAM/BHQ RNA-DNA oligo cleavage fluorescence, 5 h | activation, % at 20 µM | hit rate 0.32% among 350,000; in the data active means activation above about 50%
Target sequence (P0AE70 whole entry, looked up): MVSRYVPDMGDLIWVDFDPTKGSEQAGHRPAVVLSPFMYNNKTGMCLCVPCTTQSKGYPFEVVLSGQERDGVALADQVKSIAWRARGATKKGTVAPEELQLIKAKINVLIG
GDH-TPI counter: GDH-TPI coupling enzyme inhibitors, primary screen, artefact control for M. tuberculosis FBA inhibitor project, biochemical, absorbance, full deck. hit rate 1.2% among 360,000. GDH-TPI coupled enzyme counterscreen, NADH absorbance. AID 588335, 2011. inhibition, % at 4.8 µM; in the data active means inhibition above about 30%;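 further: 0% = DMSO wells and 100% = wells lacking the enzyme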
PrPC TRFRET: inhibitors of human cell surface prion protein PrPC, primary screen, cell-based, TR-FRET; Major prion protein (Homo sapiens), P04156; TR-FRET read-out; inhibition, % at 13.8 µM; hit rate 0.43% among 370,000; in the data active means inhibition above about 24%; further: 0% = median of the test wells and 100% = reference compound wells
FBA Mtb inh: Mtb FBA enzyme inhibitors, primary screen, biochemical, fluorescence, strain H37Rv; Fructose-bisphosphate aldolase (Mycobacterium tuberculosis (strain ATCC 25618 / H37Rv)), …; purified M. tuberculosis FBA, fluorescence read-out; inhibition, % at 1 µM; hit rate 2.3% among 360,000; AID 588726, 2011; in the data active means inhibition above about 27%;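 further: 0% = vehicle and 100% = reference inhibitor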
Target sequence (P9WQA3 whole entry, looked up): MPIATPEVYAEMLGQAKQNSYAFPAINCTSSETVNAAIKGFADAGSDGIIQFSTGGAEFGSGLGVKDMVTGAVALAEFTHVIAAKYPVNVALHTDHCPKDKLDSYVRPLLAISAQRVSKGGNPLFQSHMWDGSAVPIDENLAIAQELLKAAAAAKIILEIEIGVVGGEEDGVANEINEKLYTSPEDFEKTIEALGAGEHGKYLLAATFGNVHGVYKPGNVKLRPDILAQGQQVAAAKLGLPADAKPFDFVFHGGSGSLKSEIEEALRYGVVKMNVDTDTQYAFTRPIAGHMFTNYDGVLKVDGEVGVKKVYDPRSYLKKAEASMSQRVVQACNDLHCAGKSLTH
* hit, by the source's call; ? = inconclusive; . = not tested or not shown; & = joins results of further samples.

nr	Molecule	Rv3671c inh	BioA inh	BoNT-F LC inh	FadD28 binding	Mtb UGM inh	MazEF act	GDH-TPI counter	PrPC TRFRET	FBA Mtb inh
1	Cc1cccc2cc(CN(Cc3ccco3)C(=O)NC3CCCCC3)c(=O)[nH]c12	-1	2.3	1	-2.0	-2.8	6	14	21	3
2	O=C(O)c1sccc1Oc1ccc(NS(=O)(=O)c2ccccc2)cc1	3	-1.4	-13	-1.1	-2.9	4	8	4	5
3	CC(=NCCO)c1c(O)n(C2CCCCC2)c(=O)[nH]c1=O	-1	0.7	-2	0.6	-1.0	2	-2	-2	2
4	CCN1C[C@@H]2[C@@H]3C(=O)N(Cc4ccccc4)C(=O)[C@@H]3[C@](C)(C1=O)N2C(=O)c1ccccc1	.	-0.4	-1	-2.5	.	8	-7	-5	-2
5	CC(=O)N(C)Cc1ccc(C(=O)CCl)cc1	5	.	1	-0.3	2.3	-8	0	3	2
6	CCOC(=O)CSc1n[nH]c(NC(C)=O)n1	-2	.	3	-0.4	2.2	6	-1	-6	-3
7	CC(C)C[C@@H](CN=[N+]=[N-])N1CCN(C)CCC1=O	5	5.2	4	0.9	0.5	1	3	0	8
8	O=C(CN1C(=O)C2CC=CCC2C1=O)Nc1ccc(S(=O)(=O)N2CCOCC2)cc1 (stereo unspecified)	1	-2.5	7	-0.6	2.0	0	-1	-1	0
9	CC(=O)Nc1ccc(NC(=O)CN(c2ccccc2Cl)S(C)(=O)=O)cc1	5	2.5	-3	-2.8	-2.1	2	-6	-4	-4
10	CCCn1c(SCC(=O)Nc2sc(C)c(C)c2C#N)nnc1C(C)C	1	2.7	15	-3.3	0.4	3	-6	1	-15
11	O=C(NCC(=O)N1CCCC1)c1ccc(Br)o1	.	0.1	-1	0.4	1.7	6	-5	1	0
12	COc1cc(OC)cc(C(=O)NCC(=O)NC(C)c2ccccc2)c1 (stereo unspecified)	1	-1.0	-22	-4.1	1.0	3	1	0	17
13	CC(C)C(=O)N(Cc1ccc(F)cc1)Cc1nc2ccccc2c(=O)[nH]1	-6	.	1	-0.2	0.3	5	4	-6	1
14	O=C(COC(=O)Cc1ccccc1)Nc1ccc(F)cc1	-4	-1.1	-2	-1.1	0.2	5	-1	5	1
15	O=C1CCCC(c2ccccc2)N1 (stereo unspecified)	1	.	-6	-0.2	2.5	3	6	-1	-2
16	Cc1cnc(C=NNC(N)=S)c2cccc(N)c12	.	.	-12	-0.3	.	3	21	-2	2
17	COc1cccc(-c2cnc(C(O)c3ccc(C)cc3C)[nH]2)c1 (stereo unspecified)	.	1.8	-13	-1.7	.	.	10	5	4
18	COc1ccc(-c2ccc(-c3nc4ccc(C)cn4c3NC3CCCCC3)cc2OC)cc1	2	-1.8	-8&-8	-3.6	-3.8	-3	19	14&7	54*
19	COc1ccc(NC(=O)c2ccccc2C(=O)N2CCCCC2)cc1	0	6.4	-6	-2.3	2.2	1	1	5	-1
20	COc1ccc(C(=O)Nc2sc3c(c2C#N)CCN(C(C)=O)C3)cc1	-10	-1.7	-3	-3.4	0.3	-7	6	-7	11
21	C/C(CC(=O)Nc1ccc(Cl)c(C(F)(F)F)c1)=N\NC(=O)c1ccccc1O	-9	.	-5	-16	1.5	1	18	10	7
22	COc1ccc(S(=O)(=O)N(CC(=O)N2CCOCC2)Cc2ccccc2)cc1C	4	-2.3	-3	-0.7	-2.3	-9	4	5	4
23	CC(=O)c1ccc(N(CC(=O)Nc2cc(C)on2)S(=O)(=O)c2ccc(C)cc2)cc1	6	2.3	-3	-1.1	-3.4	-1	2	7	-1
24	Nc1cc(N)nc(SCc2cc(=O)oc3cc4c(cc23)CCC4)n1	-12	.	-3	-1.5	1.3	8	5	-3	6
25	CCNS(=O)(=O)c1ccc(CCC(=O)N2CCOCC2)cc1	3	-1.0	-21	0.1	-1.2	11	4	-8	1
26	COc1cc(/C=N/Nc2nc3ccccc3[nH]2)cc(Br)c1OCC(=O)N(C)C	5	0.9	-15	4.9	-2.1	5	20	-3	2
27	Cc1cc(=O)[nH]c2c1c(=O)[nH]n2C1CC(C)N(C)CC1C (stereo unspecified)	5	-0.8	?	-3.5	-2.3	1	1	-3	5
28	Cc1cc(C)n2c(Nc3ccc4c(c3)OCCO4)c(-c3ccccc3)nc2n1	1	.	22	0.3	0.3	10	2	-2	-2
29	Cc1ccc(-n2c(C)cc(C=C(C#N)C#N)c2C)cc1	6	-2.1	-21	0.8	0.6	-5	39*	7	-1
30	CCOc1ccc(N(CC(=O)N/N=C/c2cc(Br)c(C)o2)S(C)(=O)=O)cc1	-1	.	-2	-4.3	2.1	4	0	-6	-1
31	CCC1(c2ccc(Cl)cc2)NC(=O)N(CC(=O)NC2CCCC(C)C2C)C1=O (stereo unspecified)	.	0.1	-5	-2.9	.	4	0	-1	-2
32	CCCCn1c(C(C)NC(=O)c2cccs2)nc2ccccc21 (stereo unspecified)	1	-0.5	-14	-2.9	1.5	5	-5	-2	-6
33	Cc1cc(C)c(OCC(=O)OCC(=O)N2CCCc3ccccc32)c(C)c1	6	-1.4	7	-4.5	3.1	0	4	0	0
34	CC(=O)Nc1ccc(C(=O)NNC(=O)c2ccc(Cl)cc2Cl)cc1	4	-0.6	-6	0.5	3.1	4	3	-1	0
35	CN(c1ccccc1)S(=O)(=O)c1cccc(NC(=O)CSc2nncn2C)c1	-8	-1.3	0	0.6	-0.8	-2	-1	-1	-3
36	COc1cc(C(=O)NN=Cc2ccc(N(C)C)cc2)cc(OC)c1OC	.	0.9	-6	-3.5	.	5	42*	9	-2
37	Cc1cnc2c(c1)C(=O)c1ccccc1-2	2	-2.6	1	-2.3	-2.4	5	-3	8	4
38	COc1ccccc1CNC(=O)COC(=O)c1ccc(Cl)c(N)c1	-12	.	3	-2.2	3.1	4	-1	-6	3
39	FC(F)Oc1ccc(NC(=S)NNc2ccnc3cc(Cl)ccc23)cc1	6	1.2	-33	1.3	2.2	-11	6	-2	5
40	COc1ccc(CNC(=S)Nc2ccccc2)cc1	-9	3.2	?	-2.2	-1.6	8	1	13	2
41	O=C(COc1ccc2c(c1)OCO2)Nc1ccccc1F	-15	2.2	-7	-0.6	2.6	8	5	5	-6
42	CC(C)n1c(SCC(=O)Nc2ccc3c(c2)OCO3)nc2c1c(=O)n(C)c(=O)n2C	-2	18	9	-0.5	1.4	4	4	7	2
43	Cc1ccc(-c2noc(CSc3nnc(-c4ccncc4)n3-c3ccc(C)cc3)n2)cc1	-9	.	-11	0.2	0.5	2	-3	5	-3
44	OC(c1ccc(F)c(F)c1)c1nc(-c2ccc3ccccc3c2)cs1 (stereo unspecified)	.	-1.1	9	-9.3	.	.	-9	-1	1
45	CNC(=O)CCC(=O)Nc1ccc(C)cc1	-2	.	0	0.5	3.4	3	7	8	-1
46	CCCc1ccc(C(O)c2ncc(-c3cccc(OC)c3)[nH]2)cc1 (stereo unspecified)	.	2.1	1	-7.2	.	.	-5	9	-4
47	O=C(N/N=C/c1cccc2nccnc12)c1ccncc1	3	0.4	-19	-1.6	1.2	2	24	3	1
48	Cc1cc(/C=C2\SC(=S)NC2=O)c(C)n1-c1cccc(O)c1	1	.	-3	17*	1.7	-16	13	-3	-15
49	COc1ccc(NC(=O)N2CCn3c2nc2ccccc23)cc1	-11	-1.2	0	-2.5	1.0	-9	-10	5	0
50	O=C1c2cccnc2C(Nc2ccc(Br)cc2)N1Cc1cccs1 (stereo unspecified)	-7	2.4	-10	0.9	-2.9	0	10	5	-3

Individual results from above:
Entry for FC(F)Oc1ccc(NC(=S)NNc2ccnc3cc(Cl)ccc23)cc1 under FadD28 binding: 1.3
Entry for CNC(=O)CCC(=O)Nc1ccc(C)cc1 under Mtb UGM inh: 3.4

Of the compounds above, these have bromine.
nr	Molecule	Rv3671c inh	BioA inh	BoNT-F LC inh	FadD28 binding	Mtb UGM inh	MazEF act	GDH-TPI counter	PrPC TRFRET	FBA Mtb inh
11	O=C(NCC(=O)N1CCCC1)c1ccc(Br)o1	.	0.1	-1	0.4	1.7	6	-5	1	0
26	COc1cc(/C=N/Nc2nc3ccccc3[nH]2)cc(Br)c1OCC(=O)N(C)C	5	0.9	-15	4.9	-2.1	5	20	-3	2
30	CCOc1ccc(N(CC(=O)N/N=C/c2cc(Br)c(C)o2)S(C)(=O)=O)cc1	-1	.	-2	-4.3	2.1	4	0	-6	-1
50	O=C1c2cccnc2C(Nc2ccc(Br)cc2)N1Cc1cccs1 (stereo unspecified)	-7	2.4	-10	0.9	-2.9	0	10	5	-3

Full records, looked up by structure. Values in the order: Rv3671c inh | BioA inh | BoNT-F LC inh | FadD28 binding | Mtb UGM inh | MazEF act | GDH-TPI counter | PrPC TRFRET | FBA Mtb inh
Profile of `O=C(COc1ccc2c(c1)OCO2)Nc1ccccc1F` = -15 | 2.2 | -7 | -0.6 | 2.6 | 8 | 5 | 5 | -6
Profile of `CC(C)n1c(SCC(=O)Nc2ccc3c(c2)OCO3)nc2c1c(=O)n(C)c(=O)n2C` = -2 | 18 | 9 | -0.5 | 1.4 | 4 | 4 | 7 | 2

The listing continues.
nr	Molecule	Rv3671c inh	BioA inh	BoNT-F LC inh	FadD28 binding	Mtb UGM inh	MazEF act	GDH-TPI counter	PrPC TRFRET	FBA Mtb inh
51	COc1ccc(C(=O)N/C(=C\c2ccco2)C(=O)NCc2cccnc2)cc1	-6	.	3	0.7	3.4	3	15	.	2
52	CC(C)(C)n1nc2c(c1NC(=O)c1ccc(F)c(F)c1)CS(=O)(=O)C2	1	-0.4	-8	-4.4	2.3	-3	3	-1	0
53	O=C(O)Cn1c(O)c(C=Nc2ccccc2)sc1=S	-25&-51	0.3	5&6	-3.0&-2.8	2.5&-1.1	1&2	-4&-2	-10&-19	-9&-9
54	O=C(OCc1cc(Cl)cc2c1OCOC2)c1cccnc1Cl	0	-1.5	-6	-0.3	-2.4	1	7	-5	-2
55	Fc1ccc2cc(-c3cccnc3)ncc2c1	-4	24	0	-4.0	2.8	-1	11	-12	1
56	CSc1ccc(N=Nc2c(C)[nH]n(C)c2=O)cc1	-1	.	?	0.7	-2.8	11	16	-11	-20
57	S=C(Nc1ccc(Cl)cc1)NC1CCCCC1	-10	1.3	?	-4.0	0.6	3	0	5	0
58	COc1ccc([C@H]2N[C@]3(CCCN(Cc4ccc(Cl)cc4)C3=O)[C@H]3C(=O)N(Cc4ccccc4)C(=O)[C@@H]23)cc1	.	-1.8	0	-5.5	.	-2	-1	-1	-3
59	Cn1nnnc1SCC(=O)N1CCN(S(=O)(=O)c2ccccc2)CC1	4	.	-11	-2.3	-3.4	6	-5	-8	-2
60	O=C(Cc1ccccc1)NCc1nc2ccccc2[nH]1	-1	0.7	-7	-4.1	-2.6	5	3	3	1
